SUMO1 PPI mod – modulators of SUMO1 protein-protein interactions, primary screen, biochemical, uHTS | Small ubiquitin-related modifier 1 (Homo sapiens), P63165 | SUMO1 binding to a labelled peptide, TR-FRET, 1 h | inhibition, % at 20 µM | 360,000 tested, 0.33% active; in the data active means inhibition above about 37%
Target sequence (P63165 whole entry, looked up): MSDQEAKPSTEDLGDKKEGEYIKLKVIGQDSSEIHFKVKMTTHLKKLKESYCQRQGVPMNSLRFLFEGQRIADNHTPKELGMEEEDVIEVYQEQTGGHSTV
NadD block – inhibitors of S. aureus NadD, primary screen, biochemical, colorimetric, uHTS; inhibition, % at 20 µM; 360,000 tested, 0.78% active; Nicotinate-nucleotide adenylyltransferase NadD (Staphylococcus aureus N315); AID 602399, 2012; purified NadD enzyme, colorimetric absorbance read-out; in the data active means inhibition above about 26%; further: some compounds past the cut are filed as inactive
DNMT1 block – human DNMT1 methyltransferase inhibitors, primary screen, biochemical, molecular beacon, fluorescence, HinP1I cleavage, uHTS. inhibition (reported as % activation of signal), % at 10 µM. DNA (cytosine-5)-methyltransferase 1 (Homo sapiens), P26358. AID 588458, 2011. 360,000 tested, 0.83% active; in the data active means inhibition above about 50%
Tb MetRS inh – T. brucei MetRS inhibitors, primary screen, biochemical, luminescence; methionyl-tRNA synthetase (Trypanosoma brucei brucei); purified T. brucei MetRS, ATP depletion, Kinase-Glo luminescence; inhibition, % at 11.9 µM; 360,000 tested, 0.4% active;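 active means inhibition above a per-plate cutoff of the control wells' mean inhibition plus 3 SD, cut at about 5.5% in these data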;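 further: 0% = DMSO wells median and 100% = median of wells with control inhibitor compound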
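Material – parasite MetRS enzyme · Medium – HEPES-MgCl2-KCl buffer plus DTT, spermine, BSA, pyrophosphatase · Reagent – ATP, methionine and E. coli bulk tRNA substrates · Times – 15 min enzyme-compound preincubation, 2 h reaction, 10 min detection, 25 °C · Measured by – luminescence of leftover ATP · Evaluation – percent inhibition relative to median high and low control wells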
Rpn11 block – Rpn11 (PSMD14) deubiquitinase inhibitors, primary screen, biochemical, fluorescence polarization, uHTS. human 26S proteasome, Ub4-pepOG fluorescence polarization; 20S core pre-blocked with epoxomicin. calls only at 20 µM. 360,000 tested, 0.59% active. AID 588493, 2011;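 active means inhibition at 20 µM, scaled to each plate's controls, above about 33%, limit read from the data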
MsrA inh – bovine MsrA enzyme inhibitors, primary screen, biochemical, absorbance, HTS; 360,000 tested, 0.75% active; inhibition, % at 15.5 µM; purified bovine MsrA, absorbance read-out; in the data active means inhibition above about 4.5%;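 further: 0% = vehicle wells with enzyme and 100% = reference inhibitor wells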
STEP inh – STEP phosphatase inhibitors, primary screen, biochemical, fluorescence intensity, uHTS; Tyrosine-protein phosphatase non-receptor type 5 (Homo sapiens), P54829; recombinant STEP, OMFP fluorogenic substrate; inhibition, % at 20 µM; 360,000 tested, 0.25% active; AID 588621, 2011;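 active means inhibition at 20 µM, scaled per plate between control wells, above about 37%, limit read from the data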;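 further: 0% = DMSO with enzyme and substrate and 100% = substrate only without enzyme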
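Assay system: isolated STEP enzyme. Buffer or medium: pH 6.0 Bis-Tris with DTT and Tween 20. Also added: fluorogenic phosphatase substrate OMFP at 25 µM final. Dosing: 20 µM, 1% DMSO. Timing: 20 min reaction, room temperature, in the dark. Measured by: fluorescence intensity, excitation 480 nm, emission 540 nm. Evaluation: normalized % inhibition.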
LMPTP inh – LMPTP phosphatase inhibitors, primary screen, biochemical, fluorescence intensity, uHTS | Low molecular weight phosphotyrosine protein phosphatase (Homo sapiens), P24666 | recombinant LMPTP-A, OMFP fluorogenic substrate | inhibition, % at 20 µM | 360,000 tested, 0.22% active;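 active means compounds that cut the enzyme signal by at least half of the control window in the single-dose screen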;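 further: plate controls were DMSO wells with enzyme plus substrate for no effect and substrate without enzyme for full effect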
Target sequence (P24666 whole entry, looked up): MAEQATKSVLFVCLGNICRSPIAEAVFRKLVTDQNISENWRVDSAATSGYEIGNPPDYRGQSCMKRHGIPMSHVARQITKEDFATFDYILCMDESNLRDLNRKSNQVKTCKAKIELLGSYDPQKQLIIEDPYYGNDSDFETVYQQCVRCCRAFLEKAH
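Test system: LMPTP-A phosphatase enzyme. Amount: LMPTP-A at 0.625 nM final in the reaction. Reagent: OMFP substrate, 400 µM final. Times: 50 min at room temperature. Signal: endpoint fluorescence intensity from OMFP dephosphorylation. Read-out basis: % inhibition. Benchmarks: no-enzyme and uninhibited controls.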
CSN deneddyl inh – inhibitors of CSN-mediated cullin deneddylation, primary screen, biochemical, fluorescence polarization, uHTS; Purified CSN, SCF-Nedd8-OG deneddylation; inhibition, % at 12.5 µM; 360,000 tested, 0.38% active;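 active means pattern-corrected inhibition above about 35%, with an unprinted fluorescence ratio check between 0.5 and 1.5, limit read from the data, passing the limit was not always enough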;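 further: 0% = enzyme with substrate and 100% = substrate without enzyme; some results filed as inactive read as strong as hits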
Target sequence (Q92905 whole entry, looked up, one chain of several): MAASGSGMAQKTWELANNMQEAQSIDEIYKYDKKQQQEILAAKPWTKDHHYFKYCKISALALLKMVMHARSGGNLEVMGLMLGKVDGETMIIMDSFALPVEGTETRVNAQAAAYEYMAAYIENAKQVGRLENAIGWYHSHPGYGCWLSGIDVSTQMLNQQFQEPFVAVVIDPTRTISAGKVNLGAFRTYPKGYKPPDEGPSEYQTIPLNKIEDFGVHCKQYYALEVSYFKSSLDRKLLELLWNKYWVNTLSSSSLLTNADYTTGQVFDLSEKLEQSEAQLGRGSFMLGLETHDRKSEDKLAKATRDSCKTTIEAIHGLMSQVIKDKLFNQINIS
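Material: purified human Csn5 enzyme expressed in HEK293T cells / Medium: Tris buffer pH 7.5, NaCl, DTT, Tween-20, trehalose, ovalbumin / Compound dosing: 12.5 µM single point / Schedule: 90 min incubation of compound, enzyme and substrate at room temperature / Signal: fluorescence polarization of the substrate / Control set: no-enzyme wells high, enzyme-with-substrate wells low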
Scp-1 inhibitor – Scp-1 phosphatase inhibitors, primary screen, biochemical, colorimetric, uHTS | inhibition, % at 20 µM | Carboxy-terminal domain RNA polymerase II polypeptide A small phosphatase 1 (Homo … | AID 493091, 2011 | 340,000 tested, 0.88% active | Recombinant Scp1, phosphopeptide, malachite green phosphate absorbance;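 active means inhibition above about 50% at 20 µM, limit read from the data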;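 further: plate controls were DMSO wells with enzyme for no effect and wells lacking enzyme for full effect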
Target sequence (Q9GZU7 76-261 limits assumed): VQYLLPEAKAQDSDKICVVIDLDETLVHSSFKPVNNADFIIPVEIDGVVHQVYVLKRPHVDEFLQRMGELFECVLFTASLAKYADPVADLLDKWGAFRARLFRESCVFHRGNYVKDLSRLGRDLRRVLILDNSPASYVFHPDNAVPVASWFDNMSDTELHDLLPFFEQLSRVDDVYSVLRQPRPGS
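Test system – truncated SCP-1 phosphatase (76-261aa) · Reagent – Phosphorylated 17-residue peptide substrate · Incubation – 45 min room-temperature reaction, 5 min colour, 30 min stabiliser · Detection – colorimetric phosphate reagent with accelerator and stabiliser, absorbance at 630 nm · Measure – % inhibition at 20 µM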
Starred values were filed as active, the others as inactive; i = inactive; nt = no result given; + = active, no number.

Below each compound: SUMO1 PPI mod	NadD block	DNMT1 block	Tb MetRS inh	Rpn11 block	MsrA inh	STEP inh	LMPTP inh	CSN deneddyl inh	Scp-1 inhibitor
1. CCN(Cc1nc(-c2ccccc2)no1)C(=O)COc1cccc(OC)c1
  0	-2	-1	-0.5	i	0.8	-1	-0.2	1	3
2. CCOc1cc(/C=N/NC(=O)c2ccncc2)ccc1OC(=O)c1ccccc1
  -9	-5	1	-0.5	i	2.2	1	1.2	3	4
3. CCOC(=O)C1=C(COC(=O)c2ccc([N+](=O)[O-])s2)NC(=O)NC1C (configuration not stated)
  38	-5	23	-0.4	i	3.4	-1	1.1	16	-6
4. C(=N\N=C\c1cccnc1)/c1cccnc1
  -18	0	-1	0.1	i	nt	-3	-1.4	6	-8
5. CN(CC(=O)Nc1ccc(N2CCOCC2)cc1)C(=O)C12CC3CC(CC(C3)C1)C2
  0	-2	0	-0.5	i	-0.7	1	0.2	2	7
6. CN1CCN(CC(=O)C23CC4CC(CC(C4)C2)C3)CC1
  2	-2	3	0.0	i	-0.7	-1	-7.0	3	-1
7. COc1ccc2cc(C#N)c(SCC(=O)NNC(=O)Cc3ccccc3)nc2c1
  4	11	21	0.6	i	0.6	1	-0.5	7	-11
8. CCOc1cc(/C=C2\N=C(SCC)SC2=O)cc([N+](=O)[O-])c1OC(C)=O
  7	30*	1	0.2	i	0.7	11	5.4	-3	0
9. COc1cc(-c2c(-c3ccc4c(c3)OCO4)noc2-c2ccsc2)ccc1F
  14	-1	-5	0.1	i	-0.8	1	1.5	-6	-9
10. COc1cccc(CNC(=O)c2ccc(C)c(NC3=NC4CS(=O)(=O)CC4S3)c2)c1 (configuration not stated)
  0	-5	-5	-0.8	i	-0.2	2	-1.8	-5	-4
11. COc1nc(-c2ccncc2)nc2ccccc12
  -1	-1	4	-0.6	i	-1.0	0	-1.5	-3	-2
12. Cc1[nH]n(C)c(=O)c1C(=O)c1c(-c2ccccc2Cl)noc1C
  -2	-4	2	-1.0	i	0.3	-1	-1.7	3	-6
13. COc1ccc(CCn2c(=N)c(C(=O)NCC3CCCO3)cc3c(=O)n4ccccc4nc32)cc1OC (configuration not stated)
  -23	-4	-1	-0.2	i	1.8	-2	0.9	6	-5
14. Cc1cc(C)nc(SCNC(=O)c2ccc(F)cc2)n1
  0	-2	-2	-0.7	i	1.2	3	-1.1	-5	-8
15. CS(=O)(=O)c1cccc(C(=O)OCC(=O)c2ccc3c(c2)OCCO3)c1
  3	-4	-1	-0.3	i	0.6	2	0.3	1	-7
16. O=C(Nc1ccc(CN2CCOCC2)cc1)c1cccc(-c2cc3ccccc3oc2=O)c1
  -27	-1	-3	-0.2	i	2.7	2	2.5	4	-5
17. CCOc1ccc(/C=N/OCC(=O)NCc2ccc3c(c2)OCO3)cc1OC
  -4	-4	-1	-1.2	i	-0.4	-1	-0.8	-11	-8
18. Cc1ccc(OCc2ccc(-c3ccccc3)cc2)c([N+](=O)[O-])n1
  -12	-10	5	-0.3	i	1.0	-1	2.5	-5	-16
19. COC(=O)CNC(=O)c1c(-c2ccccc2Cl)noc1C
  -1	3	2	-1.1	i	2.9	-1	-0.7	-3	0
20. Cc1cccc(C)c1NC(=O)C(Cl)=C(Cl)Cl
  1	-1	3	-0.3	i	0.8	-1	-0.3	4	3
21. O=C(O)C(c1ccccc1)c1ccccc1
  9	-1	1	-0.9	i	-0.9	-5	-1.6	2	1
22. CCC1=NN2C(=N)/C(=C/c3c(C)nn(-c4ccccc4)c3Cl)C(=O)N=C2S1
  10	6	1	0.7	i	2.0	-2	0.3	1	1
23. CCC(C)NC(=O)CCS(=O)(=O)c1ccc(Br)s1 (configuration not stated)
  -1	-3	2	-0.4	i	1.0	-6	-1.1	4	0
24. Cc1ccc(C(=O)N2CCN(S(=O)(=O)c3ccccc3)CC2)cc1
  3	1	-1	-1.5	i	0.4	0	-0.5	-4	3
25. CC(C)(C)N1CC(C(=O)Nc2ccc(C#N)cc2)CC1=O (configuration not stated)
  -3	-8	-4	-0.8	i	0.6	2	-0.5	3	-5
26. Cc1cccc(NC(=O)c2ccc(COc3ccc(Cl)cc3Cl)o2)n1
  0	0	-8	1.8	i	-0.3	0	4.1	6	3
27. CCn1ncc(Br)c1C(=O)Nc1ccccc1OC
  4	-4	-1	0.1	i	0.1	-1	0.6	-4	-9
28. Cc1ccc(NC(=O)N2CCC(NC(=O)c3ccccc3C)CC2)cc1
  2	-1	0	-0.8	i	0.0	3	-0.6	6	-4
29. Cc1cccc(N2CCN(C(=O)c3cc(S(=O)(=O)N(C)C)ccc3N3CCCC3)CC2)c1C
  -1	4	-2	-0.7	i	-0.5	-3	1.1	0	-5
30. CC(O)Cn1c(N2CCCC2)nc2c1c(=O)[nH]c(=O)n2C (configuration not stated)
  -9	2	-3	0.5	i	1.7	-2	0.0	1	-2
31. Cc1nnc(N2CCN(Cc3ccccc3)CC2)[nH]c1=O
  -3	0	-1	-0.5	i	0.1	0	-1.1	2	-5
32. CC(OC(=O)CCOc1ccccc1)C(=O)NC1CC1 (configuration not stated)
  0	-2	3	-0.1	i	-1.0	-1	-1.2	-2	-5
33. OC(c1cc(-c2cccc(Cl)c2)nc2ccccc12)C1CCCCN1 (configuration not stated)
  -36	-8	2	0.7	i	0.9	-1	1.3	-3	-7
34. CN1C(=O)CC2(CC(=O)N(Cc3ccccc3)C2)C1=O (configuration not stated)
  3	4	2	0.8	i	0.3	-3	-0.7	-4	-5
35. Nc1ccn([C@@H]2O[C@H](CNCc3cc(Cl)ccc3OCc3ccc(Cl)cc3)[C@@H](O)[C@H]2O)c(=O)n1
  -2	-4	-1	0.4	i	-0.6	0	-0.2	-2	nt
36. CCN(CC(=O)Nc1ccc(NC(C)=O)cc1)C(=O)/C=C/c1c(C)nn(-c2ccc(F)cc2)c1Cl
  -29	0	-4	-0.2	i	-0.7	-2	-7.5	0	-10
37. COc1ccc(S(=O)(=O)NC(C)C(=O)NCc2cccnc2)cc1C (configuration not stated)
  0	-6	1	-0.2	i	-1.8	-1	-2.1	3	2
38. C[C@]1(C(=O)O)C=C[C@@H](Cc2ccccc2)N1C(=O)c1ccccc1
  1	3	7	-0.3	i	0.2	1	0.6	-3	-3
39. Cc1onc(-c2ccccc2)c1C(=O)Nc1c(C)n(C)n(-c2ccccc2)c1=O
  -2	-5	2	-0.4	i	-0.2	7	-2.2	0	-18
40. CC(=NC1CCCCC1)C1=C(O)c2ccccc2C1=O
  -20	0	-13	-0.1	i	1.6	1	1.0	-1	-5
41. CC(=O)Nc1cc(-c2ccc(N)cc2)cn2c(-c3cccc(C(F)(F)F)c3)cnc12
  -8	11	-41	0.2	i	0.6	-4	1.6	12	nt
42. CC(C)N(C(=O)c1nn(C)c2c1CSc1ccccc1-2)C1CCCCC1
  7	-8	2	0.0	i	0.7	-1	3.3	3	-5
43. O=C(Nc1ccccc1)c1ccc(-c2ccccc2C(F)(F)F)o1
  9	-3	-2	0.2	i	0.3	1	3.7	6	18
44. CCOC(=O)COc1cc(O)c2c(=O)cc(-c3ccccc3)oc2c1
  0	-6	-8	-0.9	i	0.9	0	4.2	-6	11
45. NC(=O)c1ccc[n+](CC(=O)c2ccc(Br)cc2)c1
  -8	-6	-3	-0.2	i	-0.5	-3	2.9	-7	-11
46. Cc1nc2ccccc2n1C(=O)N1CCOCC1
  2	-5	1	-0.8	+	-0.3	3	0.3	4	-5

A draw from above in order of count of non-hydrogen atoms, rising:
Below each compound: SUMO1 PPI mod	NadD block	DNMT1 block	Tb MetRS inh	Rpn11 block	MsrA inh	STEP inh	LMPTP inh	CSN deneddyl inh	Scp-1 inhibitor
46. Cc1nc2ccccc2n1C(=O)N1CCOCC1
  2	-5	1	-0.8	+	-0.3	3	0.3	4	-5
38. C[C@]1(C(=O)O)C=C[C@@H](Cc2ccccc2)N1C(=O)c1ccccc1
  1	3	7	-0.3	i	0.2	1	0.6	-3	-3
37. COc1ccc(S(=O)(=O)NC(C)C(=O)NCc2cccnc2)cc1C (configuration not stated)
  0	-6	1	-0.2	i	-1.8	-1	-2.1	3	2
